RPL19A TOR yeast: alters RPL19A-GFP fluorescence in TOR pathway yeast screen | S. cerevisiae RPL19A-GFP strain, flow cytometry, 3 h; stronger effect = lower value | percent response vs DMSO, % at 10 µM | 0.3% of 330,000 active;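 active = percent response vs DMSO below 50%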;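 note: median channel GFP fluorescence of the barcoded RPL19A-GFP strain; ratio of sample median GFP to plate DMSO average so 100% = DMSO; lower means less RPL19A-GFP as with rapamycin TOR inhibition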
MEP2 TOR yeast: alters MEP2-GFP fluorescence in TOR pathway yeast screen. S. cerevisiae MEP2-GFP strain, flow cytometry GFP, 3 h; 100% = DMSO control level. GFP response vs DMSO, % at 10 µM. 0.51% of 330,000 active. AID 2016;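 active = GFP response versus DMSO above a set limit, roughly screen mean plus 3 SD, cut at about 180% in these data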;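 note: median GFP fluorescence of the barcode-gated MEP2-GFP cells per well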
CIT2 TOR yeast: alters CIT2-GFP fluorescence in TOR pathway yeast screen. S. cerevisiae CIT2-GFP strain, flow cytometry, 3 h; 100 means same as DMSO wells. GFP response vs DMSO, % at 10 µM. 0.065% of 320,000 active. AID 2029;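 active = GFP response relative to DMSO above a set limit, near the screen mean plus 3 SD, cut at about 150% in these data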;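 note: ratio of well median GFP fluorescence to mean of DMSO wells on the plate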
procasp3 activ: activates human procaspase-3; P42574; recombinant procaspase-3 D3A, Ac-DEVD-pNA absorbance 405 nm; 0.11% of 330,000 active; activation, % at 8.5 µM;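 active = activation above the mean of all tested compounds plus 3 SD, cut at about 21% in these data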;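 note: 0% = DMSO alone and 100% = DMSO wells spiked with extra 5 µM PC-3 D3A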
Target sequence (P42574 whole entry D9A/D28A/D175A): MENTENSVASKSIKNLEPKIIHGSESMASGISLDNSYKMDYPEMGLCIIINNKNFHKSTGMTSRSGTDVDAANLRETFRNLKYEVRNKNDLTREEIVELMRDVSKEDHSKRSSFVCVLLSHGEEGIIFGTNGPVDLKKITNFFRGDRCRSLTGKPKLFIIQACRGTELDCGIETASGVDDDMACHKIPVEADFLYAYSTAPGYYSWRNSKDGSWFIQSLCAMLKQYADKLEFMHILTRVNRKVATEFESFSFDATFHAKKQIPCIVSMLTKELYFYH
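Compound: 8.5 µM single point, 0.8% DMSO / Material: Autoprocessing-dead procaspase-3 D3A mutant enzyme / Timing: 1 h preincubation plus 2 h reaction at 25 °C / Medium: Zinc-free HEPES/NaCl buffer with 0.01% Triton X-100 at pH 7.4 / Technique: 405 nm absorbance of p-nitroaniline, reads at 0 and 120 min / Repeats: one well per compound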
proCasp7 act: counter-screen: procaspase-7 (human) activation; P55210; recombinant procaspase-7, Ac-DEVD-pNA absorbance 405 nm; D23A/D198A/D206A triple mutant, cannot self-cleave; scale: DMSO 0, 5 µM enzyme 100; activation, % at 8.5 µM; 0.093% of 330,000 active; AID 463210;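 active = percent activation above the screen-wide mean plus 3 SD, cut at about 25% in these data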
Target sequence (P55210 whole entry D23A/D198A/D206A): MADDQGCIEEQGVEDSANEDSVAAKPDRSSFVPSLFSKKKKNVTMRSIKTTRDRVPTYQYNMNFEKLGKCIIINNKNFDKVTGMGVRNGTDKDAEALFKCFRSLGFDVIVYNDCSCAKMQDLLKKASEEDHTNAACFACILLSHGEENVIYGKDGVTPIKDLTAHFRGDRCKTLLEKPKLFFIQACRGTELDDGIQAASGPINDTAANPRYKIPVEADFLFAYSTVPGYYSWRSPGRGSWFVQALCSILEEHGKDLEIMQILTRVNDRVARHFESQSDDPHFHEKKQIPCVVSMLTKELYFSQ
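Detection: p-Nitroaniline absorbance at 405 nm, read at 0 and 120 min; system: Uncleavable procaspase-7 mutant enzyme; evaluation: % activation from two-timepoint absorbance difference, scaled to controls; times: 1 h enzyme–compound preincubation and 2 h substrate reaction, both 25 °C; buffer or medium: Zinc-free HEPES pH 7.4 with 300 mM NaCl, 0.01% Triton X-100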
AHR activator: human AHR activation. P35869. 2.5% of 320,000 active. activation, % at 5 µM. AHR-responsive luciferase reporter cells, luminescence. AID 2796; in the data active = activation above about 47%;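 note: 0% = vehicle wells and 100% = reference agonist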
LAP4 TOR yeast: yeast TOR pathway LAP4-GFP modulation. 0.34% of 320,000 active. GFP response vs DMSO, % at 10 µM. S. cerevisiae LAP4-GFP multiplex, flow cytometry GFP, 3 h; median GFP as percent of DMSO wells. AID 2023;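 active = GFP response vs DMSO above a set limit, about the screen mean plus 3 SD, cut at about 150% in these data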
AGP1-GFP MLPCN: alters AGP1-GFP fluorescence in TOR pathway yeast screen. S. cerevisiae AGP1-GFP multiplex flow cytometry, 3 h; GFP as percent of DMSO wells. GFP response vs DMSO, % at 10 µM. 0.02% of 320,000 active. AID 2066;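 active = GFP response relative to DMSO above a set limit, near screen average plus 3 SD, cut at about 150% in these data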;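 note: median GFP channel fluorescence of the gated AGP1 strain per well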
Numbers without * were called inactive; x = no result given.

SMILES	RPL19A TOR yeast	MEP2 TOR yeast	CIT2 TOR yeast	procasp3 activ	proCasp7 act	AHR activator	LAP4 TOR yeast	AGP1-GFP MLPCN
O=C(C1=C(O)C(=O)N(CCN2CCOCC2)C1c1ccc(Br)cc1)c1cc2ccccc2o1 (stereo unspecified)	97.2	100.6	97.1	-4.4	-16.7	0.9	104.6	97.6
CCC(C)(C)NC(=O)C(c1ccco1)N(C(=O)c1csnn1)c1cccc(F)c1 (stereo unspecified)	102.5	101.0	105.6	1.4	7.3	-0.5	98.2	111.2
O=[N+]([O-])c1ccc(CN2CCOCCOCCN(Cc3ccc([N+](=O)[O-])cc3)CCOCC2)cc1	96.1	97.0	88.4	-8.6	-0.7	4.3	102.5	94.7
COc1ccc(-c2oc(=O)c3cc(OC)c(OC)cc3c2/C=C/c2ccc(F)cc2)cc1	90.3	87.0	90.0	1.1	0.1	10.6	89.7	94.0
CCCc1ccc(-c2c(C)sc(NC(=O)c3ccnn3C)c2C#N)cc1	98.0	96.3	95.5	7.0	-0.2	-1.2	99.3	98.0
Cc1cc(C)cc(NC(=O)N2CCC(c3nc4ccccc4o3)CC2)c1	98.6	104.4	101.8	-1.0	3.3	1.0	110.3	99.0
CCOc1ccc(S(=O)(=O)N2CCN(CN3C(=O)CC4(CCCC4)C3=O)CC2)cc1	92.7	96.7	89.7	1.2	-3.4	-1.1	93.0	90.4
O=C(/C=C/c1ccccc1)Nc1ccc(NC(=O)c2cccs2)cc1	93.2	95.8	107.9	4.8	1.7	-2.2	101.9	99.3
COc1ccc(CNC(=O)c2ccc[nH]2)cc1	107.7	101.6	103.7	4.8	5.8	0.7	103.6	109.6
O=C(Nc1ccccc1N1CCN(c2ccc(F)cc2)CC1)C12CC3CC(CC(C3)C1)C2	99.9	106.5	96.5	10.1	7.2	-4.2	105.3	100.9
O=C(NCc1ccc(Cl)cc1)C1CCN(S(=O)(=O)c2ccc(F)cc2)CC1	95.6	95.9	94.2	1.9	-4.5	0.0	104.9	101.2
O=C(NNC1CC(=O)N(c2ccccc2)C1=O)c1cccnc1 (stereo unspecified)	100.9	102.8	100.8	-5.9	0.2	0.9	101.7	102.1
CCOC(=O)C1CCN(C(=O)c2cc3c(=O)n4ccccc4nc3n2C)CC1	105.8	107.8	105.6	-4.5	-4.4	3.7	110.9	105.7
COc1ccc(N=Cc2nc(-c3ccco3)oc2O)cc1	91.6	96.8	87.0	-23.4	-14.4	10.4	120.5	87.5
Cc1cccc(Oc2ccc(S(=O)(=O)N3CCCCC3)cc2NC(=O)C2=COCCO2)c1	98.6	105.3	99.9	1.6	-11.7	0.5	103.0	98.7
Cc1c(Cl)cccc1NC(=S)N1CCOCC1	104.6	104.2	103.1	-4.6	9.4	-2.4	92.7	99.3
c1ccc(-c2ccc3c(c2)NC(C2Nc4cc(-c5ccccc5)ccc4O2)O3)cc1 (stereo unspecified)	102.5	109.0	101.6	-8.4	-21.7	46.6	100.4	100.6
C=CCSc1nnc(NC(=O)CN2C(=O)NC3(CCCC3)C2=O)s1	91.8	86.8	92.0	-2.0	3.6	-0.2	87.0	85.9
CC(C)CC1(C)NC(=O)N(CC(=O)Nc2cccc(S(=O)(=O)N(C)c3ccccc3)c2)C1=O (stereo unspecified)	97.0	94.6	109.7	-0.4	0.3	2.1	101.3	105.0
COc1ccc(CN2C(=O)c3ccccc3C2=O)cc1	102.8	107.4	108.5	2.2	0.2	-2.4	94.7	101.8
Nc1nnn(CC(=O)N/N=C/C=C/c2ccccc2)n1	94.9	103.5	98.4	-9.5	-1.3	0.6	117.8	110.5
CCOC(=O)N1CCN(C(=O)c2ccc(NS(=O)(=O)c3ccc(C)cc3)cc2)CC1	105.2	94.2	x	-9.3	-12.8	-2.0	79.8	93.4
Cc1ccc2nc(-c3ccc(NC(=O)C4CCCO4)cc3)[nH]c2c1 (stereo unspecified)	97.4	104.6	94.8	1.7	-6.5	-8.7	106.9	104.1
CN(C)/N=C/C=C1\CC/C(=C\c2ccc(Br)cc2)C1=O	88.9	85.8	75.5	-4.3	-11.9	11.2	93.5	86.4
Nc1n[nH]c(-c2ccccc2[N+](=O)[O-])n1	102.0	106.1	105.6	0.7	-1.6	6.0	100.8	101.7

Next records follow.
SMILES	RPL19A TOR yeast	MEP2 TOR yeast	CIT2 TOR yeast	procasp3 activ	proCasp7 act	AHR activator	LAP4 TOR yeast	AGP1-GFP MLPCN
CCOC(=O)N1CCN(C(=O)C2CC(=O)N(c3ccc(C)cc3)C2)CC1 (stereo unspecified)	93.2	94.4	94.5	3.0	8.2	-2.0	97.8	96.9
Cc1ccc(-n2c(SCC(=O)N3CCCCC3)nc(O)c(Cc3ccccc3)c2=O)cc1	93.4	90.3	109.8	-1.0	-1.7	8.1	87.5	98.4
CC(=O)/C(=C/c1ccc(N(C)C)cc1)C(=O)c1ccccc1	101.9	104.4	101.9	-9.2	-2.8	4.6	89.4	97.6
O=C(NCc1cccnc1)c1cccc(F)c1	96.4	98.8	91.9	-7.7	-1.4	2.8	89.9	95.2
CCCCN1CCCCC1C(=O)Nc1c(C)cc(C)cc1C (stereo unspecified)	101.5	111.3	142.4	0.0	6.1	6.0	105.7	104.7
Cc1ccc(N2CCN(S(=O)(=O)N3CCCCC3)CC2)cc1C	99.0	111.1	100.2	1.8	-4.7	1.9	116.6	101.3
O=C(Nc1cccc(F)c1)C1CC(=O)N(c2ccc(Br)cc2)C1 (stereo unspecified)	102.4	95.8	93.0	-3.5	5.2	0.7	108.7	108.6
O=C(C1CC(=O)N(c2ccccc2)C1)N1CCC(c2nc3ccccc3[nH]2)CC1 (stereo unspecified)	98.1	102.7	105.6	1.3	6.6	-1.8	107.0	108.3
CC[C@@]1(C(=O)OC)N[C@H](CN(C)S(=O)(=O)c2ccc(F)cc2)[C@@H]2C(=O)N(C)C(=O)[C@@H]21	102.1	102.1	97.6	8.7	6.0	-0.1	107.5	103.6
CCc1ccc(C2N(c3ccc(OC)cc3)C(=O)C3CCCN32)cc1 (stereo unspecified)	93.3	97.2	90.1	2.2	9.8	-0.3	98.1	93.5
CCOC(=O)CN1CC23C=CC(O2)C(C(=O)NC2CCCC2)C3C1=O (stereo unspecified)	99.2	99.4	97.0	9.4	-0.9	0.3	100.6	101.1
COc1ccc(N(C(=O)c2snc(C(N)=O)c2N)C(C(=O)NC2CCCC2)c2ccc3ncccc3c2)cc1 (stereo unspecified)	104.9	95.5	109.5	-6.1	12.8	0.2	97.2	106.5
COc1ccc(Cc2nc3ccc(C(=O)NC(C)c4cnn(C)c4)cc3o2)cc1 (stereo unspecified)	129.0	118.2	114.2	x	x	x	104.3	112.7
O=C(CSc1n[nH]c(-c2cccs2)n1)NCc1ccc2c(c1)OCO2	103.9	102.3	103.7	10.5	3.6	57.9*	99.2	106.6
Cc1ccc(/C=N/N2CCN(Cc3cccc4ccccc34)CC2)s1	99.8	103.7	105.2	-4.1	-0.8	3.7	106.2	102.4
COc1ccc(OCCSc2nnc3c(Cl)cc(Cl)cn23)cc1	94.5	92.8	84.6	0.0	5.6	-3.6	109.9	116.1
CC(=O)Nc1cc(NC(=O)CCCC(=O)O)ccc1Cl	102.1	91.3	100.5	-1.3	4.4	20.2	87.3	x
Cc1onc(-c2c(F)cccc2Cl)c1C(=O)Nc1cccc(S(=O)(=O)N2CCOCC2)c1	101.3	97.8	109.0	0.1	8.3	1.2	96.3	101.5
CC(C)CC(=O)Nc1ccc2nn(-c3ccccc3)nc2c1	101.4	101.1	87.3	-9.1	-0.1	-6.5	120.2	93.3
CS(=O)(=O)N1CCN(c2ccc(NC(=S)NC(=O)c3ccc4c(c3)OCO4)cc2)CC1	96.0	97.2	98.5	8.6	-3.7	3.2	98.2	100.0
COc1ccc(C(=O)Nc2ccc(C(=O)Nc3cccc(C)c3)cc2)cc1	98.6	92.8	95.5	-2.8	14.1	-4.5	85.3	94.9
c1ccc2c(c1)nc1sccn12	95.5	82.4	92.8	-5.2	1.5	-0.3	94.4	102.5
COc1ccc(CNC(=O)c2sc3nc4c(c(C(F)(F)F)c3c2N)CCC4)cc1	98.5	105.9	96.2	-12.4	6.0	-7.4	95.0	92.2
Cc1ccc(C)n1NC(=O)c1ccc(O)cc1	98.1	99.2	98.8	-3.3	-2.2	-0.1	89.7	99.0
CCOc1ccc(S(=O)(=O)Nc2cc(S(=O)(=O)N3CCOCC3)ccc2OC)cc1	104.7	107.0	101.3	-6.9	11.3	-1.7	107.8	108.7

7 of the compounds above, with two lines to a compound.
Values in the order: RPL19A TOR yeast	MEP2 TOR yeast	CIT2 TOR yeast	procasp3 activ	proCasp7 act	AHR activator	LAP4 TOR yeast	AGP1-GFP MLPCN
- CC(=O)/C(=C/c1ccc(N(C)C)cc1)C(=O)c1ccccc1
→ 101.9	104.4	101.9	-9.2	-2.8	4.6	89.4	97.6
- CCc1ccc(C2N(c3ccc(OC)cc3)C(=O)C3CCCN32)cc1 (stereo unspecified)
→ 93.3	97.2	90.1	2.2	9.8	-0.3	98.1	93.5
- O=C(NCc1cccnc1)c1cccc(F)c1
→ 96.4	98.8	91.9	-7.7	-1.4	2.8	89.9	95.2
- O=C(C1CC(=O)N(c2ccccc2)C1)N1CCC(c2nc3ccccc3[nH]2)CC1 (stereo unspecified)
→ 98.1	102.7	105.6	1.3	6.6	-1.8	107.0	108.3
- Cc1ccc(N2CCN(S(=O)(=O)N3CCCCC3)CC2)cc1C
→ 99.0	111.1	100.2	1.8	-4.7	1.9	116.6	101.3
- O=C(CSc1n[nH]c(-c2cccs2)n1)NCc1ccc2c(c1)OCO2
→ 103.9	102.3	103.7	10.5	3.6	57.9*	99.2	106.6
- COc1ccc(OCCSc2nnc3c(Cl)cc(Cl)cn23)cc1
→ 94.5	92.8	84.6	0.0	5.6	-3.6	109.9	116.1

Next part
SMILES	RPL19A TOR yeast	MEP2 TOR yeast	CIT2 TOR yeast	procasp3 activ	proCasp7 act	AHR activator	LAP4 TOR yeast	AGP1-GFP MLPCN
COCCCNC(=O)Cn1ncc2ccsc2c1=O	105.8	97.9	117.6	9.9	13.8	-1.5	118.8	109.2
CN(Cc1ccccc1)C(=O)COC(=O)C1CCN(S(=O)(=O)c2cccs2)CC1	95.6	99.7	x	0.0	-6.4	1.1	97.9	100.8
N#C/C(=C\c1ccc(-c2ccccc2[N+](=O)[O-])o1)C(=O)Nc1nc(-c2cccs2)cs1	104.4	99.9	100.8	-1.8	4.7	58.5*	91.8	96.7
Cc1ccccc1NC(=O)CSc1nc2ccccc2c(=O)n1C	106.1	115.8	107.2	x	x	x	105.8	109.4
O=[N+]([O-])c1cccc(-c2cc(-c3cc(Br)ccc3O)[nH]n2)c1	101.0	113.7	104.6	0.2	8.3	9.5	120.0	98.7
COc1ccc(N(CC(=O)NCc2ccc(Cl)cc2)S(=O)(=O)c2c(C)n[nH]c2C)cc1	96.7	101.9	96.8	-2.5	10.4	2.4	95.3	96.7
Cc1nc2ccccn2c1C(=O)N/N=C/c1ccccc1	93.4	95.3	100.3	-11.8	-17.0	17.3	108.2	107.5
O=S(=O)(c1ccc(=S)[nH]c1)N1CCCCC1	93.9	94.9	92.9	-0.9	-5.2	-0.1	92.9	89.9
COc1ccccc1C(=O)NNC(=S)NC(=O)c1cc(OC)c(OC)c(OC)c1	98.9	108.6	90.2	0.1	-9.7	18.5	102.9	102.8
CC(C)(C)C1C/C(=C/c2ccccn2)C(=O)/C(=C/c2ccccn2)C1 (stereo unspecified)	98.9	97.2	84.3	-9.5	4.0	-2.8	162.2*	80.0

Screening data deposited in PubChem BioAssay by several laboratories.
